Source: PubChem
esBAF inh: SWI/SNF esBAF complex inhibition; mouse ES cells, Bmi1-luciferase knock-in reporter, 24 h; 100% = twice the neutral-well signal; reporter increase, % at 12.5 µM; 350,000 tested, 2% active; in the data active = activation above about 40%;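 note: 0% = median of the plate's neutral control wells and 100% = double that signal; a rise in the Bmi1 reporter signal indicates esBAF inhibition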
XiGFP reactiv: activators of X-chromosome reactivation in mouse fibroblasts; XiGFP mouse fibroblasts, % GFP-positive cells imaging, 3 d; cells co-treated with 5-aza-dC sensitizer; scaled so ellipticine positive control = 100%; activation, % at 7.58 µM; 360,000 tested, 0.055% active; AID 743238;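 active = mean normalized replicate activation at least 10% and every replicate at or above 10%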;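 note: 0% = median of on-plate neutral control wells and 100% = ellipticine 6 µM median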
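material = 68-5-11 XiGFP fibroblast line | medium = DMEM plus 5-aza-dC sensitizer | schedule = 3 days compound exposure | benchmarks = positive control ellipticine, 6 µM final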
E-selectin induc: E-selectin induction on HUVECs. P16581. HUVEC E-selectin immunofluorescence imaging; normalized: neutral wells 0, TNF-alpha wells 100. activation, % at 7.58 µM. 260,000 tested, 0.37% active. AID 686992;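 active = mean E-selectin-positive cell signal at least 10% of the positive control, reached in at least 60% of replicates, without over 20% cell loss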;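 note: in these data hits start at about 27%; measured in HUVEC primary endothelial cells; signal is the percent of cells scored E-selectin positive by PE staining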
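material = human umbilical vein endothelial cells (HUVEC), E-selectin induction | quantity = 3,000 cells/well | medium = EGM-2 growth medium on 0.1% gelatin-coated wells | technique = immunofluorescence imaging | read-out basis = % PE-positive cells | control set = TNF-alpha positive control, DMSO neutral control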
RAD54 inh: RAD54 (human) branch migration inhibition. RAD54 Holliday junction branch migration, FAM/BHQ fluorescence. 360,000 tested, 0.14% active. inhibition, % at 10.4 µM. AID 602329. Q92698;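 active = mean normalized replicate activity at least 40 and at least half of replicates scoring 40 or more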;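 note: 0% = median of neutral control wells and 100% = median of positive control wells; inhibitors cause a drop in the FAM fluorescence signal; in these data hits start at about 50%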
ERp5 block: ERp5 (human) disulfide isomerase inhibition | Q15084 | ERp5 insulin aggregation, absorbance 650 nm, 90 min | inhibition, % at 9.99 µM | 350,000 tested, 0.05% active | AID 651711;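 active = mean replicate inhibition above about 25%, with every replicate also reaching it, limit read from the data, passing the limit was not always enough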
Target sequence (Q15084 whole entry, looked up): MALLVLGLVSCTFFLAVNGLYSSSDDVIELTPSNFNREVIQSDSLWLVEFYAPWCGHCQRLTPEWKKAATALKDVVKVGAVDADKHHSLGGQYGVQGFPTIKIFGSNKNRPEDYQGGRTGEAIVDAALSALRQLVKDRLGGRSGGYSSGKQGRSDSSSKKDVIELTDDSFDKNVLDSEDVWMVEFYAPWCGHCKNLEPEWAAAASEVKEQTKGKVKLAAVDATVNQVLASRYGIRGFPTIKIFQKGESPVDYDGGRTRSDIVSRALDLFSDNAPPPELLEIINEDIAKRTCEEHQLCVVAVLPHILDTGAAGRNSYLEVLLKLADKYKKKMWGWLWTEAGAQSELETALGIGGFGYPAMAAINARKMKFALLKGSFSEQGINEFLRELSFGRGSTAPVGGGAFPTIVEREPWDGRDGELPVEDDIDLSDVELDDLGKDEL
ERAP1 inh: inhibitors of human ERAP1 aminopeptidase | Q9NZ08 | recombinant ERAP1, Leu-AMC fluorescence, 60 min | inhibition, % at 10.7 µM | 340,000 tested, 0.15% active | AID 652197;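 active = mean replicate inhibition of at least 30%, or all replicates individually reaching that 30% level; inactive = mean below 30% and not every replicate reaching it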;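 note: 0% = neutral control wells and 100% = L-leucinethiol positive control wells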
S100A4 inh HTS: blocks human S100A4 binding to myosin IIA peptide; S100A4/TAMRA-MyoIIA peptide fluorescence polarization; inhibition, % at 10.7 µM; 360,000 tested, 0.14% active;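 active = mean inhibition of at least 70% across replicates, with every replicate also reaching that level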
Target sequence (P26447 whole entry, looked up): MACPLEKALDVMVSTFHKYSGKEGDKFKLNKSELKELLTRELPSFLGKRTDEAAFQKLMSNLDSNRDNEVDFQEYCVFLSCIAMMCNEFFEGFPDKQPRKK
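System – human S100A4 monomer protein, biochemical binding assay · Buffer or medium – Calcium-containing HEPES buffer, pH 7.2 · Timing – 5 min between mix addition and reading · Also added – TAMRA-labelled myosin IIA heavy-chain peptide probe, 5 nM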
RAD52 inh: RAD52 (human) annealing inhibition; 360,000 tested, 0.46% active; P43351; inhibition, % at 18.7 µM; recombinant RAD52 DNA annealing, FRET fluorescence;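 active = every replicate showing at least 50% inhibition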
Target sequence (P43351 whole entry, looked up): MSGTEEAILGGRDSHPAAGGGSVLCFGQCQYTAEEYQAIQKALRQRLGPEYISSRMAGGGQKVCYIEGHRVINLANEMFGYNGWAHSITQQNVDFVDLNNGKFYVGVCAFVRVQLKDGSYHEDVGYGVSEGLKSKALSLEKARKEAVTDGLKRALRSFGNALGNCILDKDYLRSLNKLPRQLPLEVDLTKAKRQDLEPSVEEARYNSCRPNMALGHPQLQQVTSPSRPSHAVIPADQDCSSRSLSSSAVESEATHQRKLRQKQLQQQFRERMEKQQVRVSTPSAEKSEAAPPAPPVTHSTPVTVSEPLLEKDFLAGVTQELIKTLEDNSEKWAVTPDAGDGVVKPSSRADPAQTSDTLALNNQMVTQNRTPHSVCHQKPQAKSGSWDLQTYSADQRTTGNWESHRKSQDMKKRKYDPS
* = called active by the depositor; nt = no result given; & = joins results of further samples.

SMILES	esBAF inh	XiGFP reactiv	E-selectin induc	RAD54 inh	ERp5 block	ERAP1 inh	S100A4 inh HTS	RAD52 inh
COc1ccc(NC(=O)Nc2ccc3c(c2)C(=O)N([C@@H](C)CO)C[C@@H](C)[C@@H](CN(C)Cc2ccc4c(c2)OCO4)O3)cc1	1	-0.8	5.0	-6	0	7	-6	15
COCc1c(C(=O)N2CCN(c3ccccc3C)CC2)oc2ccccc12	1	0.1	nt	-17	0	-1	5	-24
Cn1cc(C(=O)C(=O)N2CCN(c3ccccc3)CC2)c2ccccc21	7	0.0	5.3	-5	1	-2	2	-5
Brc1ccc(-c2nc(-c3ccncc3)no2)o1	25	nt	nt	-3	1	3	4	-7
Cc1noc(C)c1S(=O)(=O)Nc1ccc2c(c1)C(=O)N([C@H](C)CO)C[C@@H](C)[C@@H](CN(C)Cc1ccc(Cl)c(Cl)c1)O2	1	-0.1	nt	-8	20	1	6	1
COc1ccccc1CNC(=O)[C@@H]1CCCN1S(=O)(=O)c1ccc(C)cc1	nt	0.0	nt	nt	-6	0	-6	-12
CN1CCN(Cc2nc(Cc3ccccc3)no2)CC1c1ccccc1 (configuration not stated)	nt	0.1	-0.5	nt	-1	-1	0	-10
C[C@@H]1CCCCO[C@H](CN(C)C(=O)Nc2ccccc2)[C@@H](C)CN([C@H](C)CO)C(=O)c2cc(NC(=O)C3CCCCC3)ccc2O1	-8	0.5	1.6	-3	-6	0	-6	4
O=C(Nc1ccccc1F)c1csc([C@@H]2C[C@H](O)[C@@H](CO)O2)n1	5	0.5	6.7	-6	-4	-6	1	-3
CCN(CC(=O)Nc1c(F)cccc1F)C(=O)CCOc1ccccc1	1	0.4	0.1	2	-4	4	2	6
COc1cccc(C(=O)C2CCCN(Cc3c(C)n(C)n(-c4ccccc4)c3=O)C2)c1 (configuration not stated)	4	-0.1	0.1	nt	3	nt	-2	1
COCc1[nH][nH]c(=O)c1/C=N/N1CCOCC1	nt	0.2	nt	nt	-5	-1	11	0
Cc1noc(C)c1NC(=O)Nc1ccc2c(c1)C(=O)N([C@@H](C)CO)C[C@H](C)[C@@H](CN(C)Cc1ccccc1)OCCCC[C@@H](C)O2	3	0.3	0.7	3	4	0	-36	13
CC(C)CC(=O)NC(C)C(c1cccs1)N1CCOCC1 (configuration not stated)	-2	0.3	0.2	-10	-1	-1	1	13
O=[N+]([O-])c1c(C(Cl)Cl)nn(-c2ccccc2)c1N1CCOCC1	4	0.2	1.5	-1	-2	-1	-2	-3
C[C@H](CO)N1C[C@H](C)[C@@H](CN(C)Cc2ccc3c(c2)OCO3)Oc2ccc(NS(=O)(=O)c3cccs3)cc2C1=O	8	-1.1	7.1	4	5	-3	-2	11
Cc1ccc(N2C(=O)c3cccc(Oc4ccc(Cl)cc4)c3C2=O)c(C)c1	nt	-0.1	nt	nt	3	0	2	-14
COc1cc2c(cc1OC)CN(C(=O)c1cc(S(=O)(=O)N3CCCCC3)ccc1Cl)CC2	7	0.1	nt	0	-1	5	3	4
CN(C)c1nc2c(c(=O)[nH]c(=O)n2C)n1CCOc1ccccc1	4	0.0	nt	2	-1	-1	-3	-8
Cc1cc2oc(C(=O)N(Cc3ccccc3)C3CCS(=O)(=O)C3)c(C)c2cc1C (configuration not stated)	7	0.1	-0.2	-1	5	-4	0	-22
COc1ccc(OC)c(NC(=O)NNC(=O)COc2ccc([N+](=O)[O-])cc2)c1	-5	0.0	-0.8	-10	2	1	-4	-5
C[C@@H]1CN([C@H](C)CO)C(=O)c2cc(C#CC3(O)CCCC3)cnc2O[C@H]1CN(C)C	0	-0.6	0.3	2	-3	2	7	-6
O=C(Cn1nnc(-c2ccccc2)n1)N1CCN(c2ccc(F)cc2)CC1	nt	0.6	nt	nt	0	3	-1	-15
OC1(c2cccnc2)CCN(Cc2nnnn2Cc2ccccc2)CC1	nt	0.3	1.3	nt	2	5	-4	-9
Cn1ccnc1SCc1cc(=O)[nH]c2ccccc12	2	nt	nt	-1	2	5	1	-5

An excerpt from above with just S100A4 inh HTS and RAD54 inh.
| smiles | S100A4 inh HTS | RAD54 inh |
| --- | --- | --- |
| C[C@@H]1CN([C@H](C)CO)C(=O)c2cc(C#CC3(O)CCCC3)cnc2O[C@H]1CN(C)C | 7 | 2 |
| O=C(Cn1nnc(-c2ccccc2)n1)N1CCN(c2ccc(F)cc2)CC1 | -1 | nt |
| OC1(c2cccnc2)CCN(Cc2nnnn2Cc2ccccc2)CC1 | -4 | nt |
| Cn1ccnc1SCc1cc(=O)[nH]c2ccccc12 | 1 | -1 |

The results go on:
SMILES	esBAF inh	XiGFP reactiv	E-selectin induc	RAD54 inh	ERp5 block	ERAP1 inh	S100A4 inh HTS	RAD52 inh
O=C(c1ccccc1)N1CC[C@@H]2[C@@H](CO)Nc3ccc(-c4ccc(F)cc4)cc3[C@@H]21	-13	0.0	-0.2	5	nt	nt	nt	nt
COc1ccccc1N1CCN(S(=O)(=O)c2ccc(Cl)s2)CC1	-6	nt	nt	-1	2	-2	0	-1
COc1ccc(-c2coc3cc(O)cc(O)c3c2=O)cc1	46*	0.0	0.5	7	-1	1	0&1	-9
NC(Cc1ccc(OC(F)F)cc1)C(=O)O (configuration not stated)	nt	0.3	0.2	-9	3	-3	2	3
CCCCc1ccc(NC(=O)C2CCCC2)cc1	nt	0.0	0.8	nt	1	-2	-3	1
N#C[C@@H]1N[C@H](CO)[C@H]1c1ccc(C2=CCCC2)cc1	5	0.1	0.0	-3	-9	-1	-25	-19
O=C(CN1CCN(S(=O)(=O)c2ccccc2F)CC1)NC1CCCC1	nt	0.1	0.1	nt	-5	2	-10	-10
N#Cc1c2ccc(OCC(=O)NCc3ccco3)cc2n2ccccc12	-9	0.1	nt	-3	-2	1	3	-17
Cc1ccccc1NC(=O)c1cc(S(=O)(=O)Nc2cccc(C(=O)O)c2)ccc1Cl	-1	0.2	66*	5	0	-11	-5	-12
COc1ccc(/C=C/C(=O)OCC(=O)N2c3ccccc3CC2C)cc1OC (configuration not stated)	5	-0.1	0.9	-1	4	-3	-1	3
COc1cccc(CNC(=O)CSc2ccc(-c3ccco3)nn2)c1	nt	-0.1	1.9	nt	2	-3	-4	-14
OC[C@@H]1CN(Cc2ccccc2)C[C@H](n2cnc3c(NC4CCCC4)ncnc32)O1	-6	0.0	-0.2	-6	2	0	1	-54
CC1CCN(CCCNC(=O)Cn2ncc3c([nH]c4ccccc43)c2=O)CC1	-9	0.1	nt	-1	7	1	-1	-4
CCOC(=O)CSc1nnc(CNc2ccc(Cl)cc2)n1-c1ccccc1	nt	nt	nt	nt	2	4	1	5
Cc1ccc(S(=O)(=O)NCCc2nc3ccccc3[nH]2)cc1	5	0.4	0.0	nt	1	-2	6	-6
Cc1cccc(NC(=O)c2ccc(S(=O)(=O)NCc3cccnc3)cc2)c1	6	0.0	nt	-5	0	0	-3	-6
Cn1ncc(Br)c1C(=O)NC1CCCCC1	-7	0.3	nt	4	-3	-3	0	0
O=C(CCNC(=O)c1ccc([N+](=O)[O-])cc1)Nc1nc2ccccc2[nH]1	27	0.0	-0.1	7	5	-2	-7	-2
O=[N+]([O-])c1ccc(/C=N/Nc2nc3ccccc3o2)cc1	34	0.0	-0.1	-2	-1	0	-2	-1
CS(=O)(=O)N(CC(=O)N1CCc2ccccc2C1)Cc1ccccc1	-7	nt	nt	7	-1	1	-1	-17
C[C@@H]1CN([C@@H](C)CO)C(=O)Cc2cc(NC(=O)c3ccncc3)ccc2O[C@H]1CN(C)C(=O)Nc1cccc2ccccc12	-2	0.0	1.4	6	15	-2	1	-5
COc1ccc(NC(=O)N(C)C[C@H]2Oc3c(NC(=O)NC(C)C)cccc3C(=O)N([C@@H](C)CO)C[C@@H]2C)cc1	3	-0.6	0.0	-9	1	-3	-29	25
CN1[C@@H]2c3ccc(-c4ccccc4F)c(=O)n3C[C@@H]2[C@@H](CO)[C@@H]1C(=O)NCc1ccncc1	0	0.1	-0.1	2	-2	-3	1	-4
O=C(COC(=O)c1ccccc1)Nc1cccc(S(=O)(=O)NC2=NCCCCC2)c1	nt	0.0	0.7	nt	-2	0	0	-14
CC(C)NC(=O)N(C)C[C@@H]1Oc2cc(C#Cc3ccccn3)ccc2S(=O)(=O)N([C@H](C)CO)C[C@@H]1C	3	1.4	-0.2	-4	2	5	2	4

No new results follow: entries from further up.
SMILES	esBAF inh	XiGFP reactiv	E-selectin induc	RAD54 inh	ERp5 block	ERAP1 inh	S100A4 inh HTS	RAD52 inh
O=C(COC(=O)c1ccccc1)Nc1cccc(S(=O)(=O)NC2=NCCCCC2)c1	nt	0.0	0.7	nt	-2	0	0	-14
CC(C)NC(=O)N(C)C[C@@H]1Oc2cc(C#Cc3ccccn3)ccc2S(=O)(=O)N([C@H](C)CO)C[C@@H]1C	3	1.4	-0.2	-4	2	5	2	4

(more compounds)
SMILES	esBAF inh	XiGFP reactiv	E-selectin induc	RAD54 inh	ERp5 block	ERAP1 inh	S100A4 inh HTS	RAD52 inh
CCOc1cc(C2C(C(=O)c3ccco3)=C(O)C(=O)N2Cc2ccccc2)ccc1O (configuration not stated)	5	0.4	nt	1	4	-1	-3	-15
C=CCNC(=S)NCC	10	-0.1	0.0	6	3	-1	-2	-8
CCN(CC)CCN(Cc1cc2cc3c(cc2[nH]c1=O)OCCO3)C(=S)NCCCN(C)C	-1	0.0	0.0	1	-4	2	2	54*
C=CCn1c(=O)c2ccc(C(=O)NCc3ccccc3)cc2n(Cc2cccc(Cl)c2)c1=O	0	0.1	4.9	5	1	0	-3	0
N#C[C@H]1[C@@H](c2ccccc2-c2ccc(F)cc2)[C@@H](CO)N1C(=O)Cc1ccccc1	nt	0.3	-0.1	nt	0	4	1	1
C=CCn1c(O)c(N=O)c2ccccc21	-5	0.0	-1.7	-4	8	-2	2	-11
Cc1ccc(OCCC(=O)N2CCN(c3ccc(O)cc3)CC2)cc1	nt	0.0	-0.2	nt	1	nt	4	-9
Cc1ccc(S(=O)(=O)NC2CC(C)(C)N(O)C(C)(C)C2)cc1	-4	0.0	-0.1	3	-11	3	0	-11
Cc1ccccc1-c1nnc(CN2CCN(C(=O)c3ccco3)CC2)o1	2	-0.1	nt	-8	15	-1	-4	-3
CCOc1ccc(Oc2ccc(Cl)cc2N)cc1	nt	0.1	nt	nt	-2	-2	-5	-3
N#Cc1cccc(NC(=O)c2cc(C3CCCCN3C(=O)C3CC3)on2)c1 (configuration not stated)	-7	-0.1	0.2	-4	-3	-2	-3	-13
O=C(C[C@@H]1CC[C@H]2[C@@H](COC[C@H](O)CN2Cc2ccc(Oc3ccccc3)cc2)O1)N1CCN(c2ccccc2)CC1	-2	0.1	-0.2	-4	3	0	-3	-16
O=C(c1ccc(-n2ccnc2)cc1)N1CCCC(CO)(Cc2cccc(Cl)c2)C1 (configuration not stated)	-6	0.2	nt	-6	7	2	0	-10
O=C(Cn1cncn1)NCc1cc(F)ccc1F	-1	0.0	nt	2	0	-1	2	0
C[C@H]1CN([C@@H](C)CO)C(=O)c2cc(NC(=O)NC3CCCCC3)ccc2O[C@@H]1CN(C)S(=O)(=O)c1ccc(F)cc1	2	-1.2	6.1	-3	2	-1	-4	-18
C[C@H]1CN([C@@H](C)CO)S(=O)(=O)c2ccc(-c3ccc(F)cc3)cc2O[C@H]1CN(C)CC1CC1	-4	-1.4	-0.1	4	-4	0	-5	21
OC[C@@H]1CN(Cc2ccc(Cl)cc2)C[C@H](n2cnc3c(Nc4ccccc4)ncnc32)O1	11	0.0	0.0	11	1	-2	-16	-35
O=C(NCC[C@H]1CC[C@H](NS(=O)(=O)c2cccc(Cl)c2)[C@@H](CO)O1)c1cnccn1	-1	-0.1	-0.2	-4	-2	-1	22	-6
O=[N+]([O-])c1ccccc1OCCCNCc1ccccc1	nt	0.0	nt	nt	2	-2	2	-4

Not a hit list; any-hit rate near 2.5%.
